Screening results: PubChem BioAssay, National Center for Advancing Translational Sciences (NCATS)
AmpC no deterg: qHTS Inhibitors of AmpC Beta-Lactamase (assay without detergent). actives 0.52% (n = 330,000). AmpC nitrocefin hydrolysis, absorbance 480 nm, 0.0001% Triton. AID 485341, 2010. Potency, µM (doses to about 57.1 µM), inactives show at the highest dose activity change, negative = inhibition, actives largely listed as inhibitors;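 further: potency means the concentration at half of the fitted maximal effect; plate controls were no compound for no effect and no enzyme for full effect; nearly all actives have a fitted effect of over 20% in size; some results filed as inactive show a strong effect at the top dose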
Target sequence (P00811 whole entry, looked up): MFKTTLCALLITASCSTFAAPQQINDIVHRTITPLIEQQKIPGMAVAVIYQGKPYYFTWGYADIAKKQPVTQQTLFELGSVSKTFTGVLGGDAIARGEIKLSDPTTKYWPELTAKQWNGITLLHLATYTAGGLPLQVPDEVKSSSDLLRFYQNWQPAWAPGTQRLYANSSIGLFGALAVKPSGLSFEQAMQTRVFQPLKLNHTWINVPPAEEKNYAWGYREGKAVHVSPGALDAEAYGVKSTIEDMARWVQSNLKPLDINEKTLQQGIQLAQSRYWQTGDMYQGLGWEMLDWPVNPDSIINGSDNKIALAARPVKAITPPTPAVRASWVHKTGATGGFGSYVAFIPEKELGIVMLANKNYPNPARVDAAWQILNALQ
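AmpC (5.3 nM in the dispensed reagent) in 20 mM phosphate pH 7.0 with 0.01% (detergent screen) or 0.0001% Triton X-100 was preincubated with compounds for 15 min at room temperature. Nitrocefin was then added from an 800 uM solution, and hydrolysis was followed at 480 nm.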
HCV inh: qHTS Assay for Inhibitors of Hepatitis C Virus (HCV). Huh7.5.1 HCVcc-Cre infection, luciferase reporter, 44 h. Potency, µM (doses to about 41.8 µM), without a hit: top-dose activity change, negative = inhibition, hits mostly inhibitors. actives 3.4% (n = 340,000). AID 651820, 2012; further: potency means the concentration at half of the fitted maximal effect
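Luciferase read-out (15 sec integration) after a 15 min room-temperature substrate step quantifies HCVcc-Cre infection. Cells, 1,000 per well, had compound added 4 h post-plating, then virus at ~0.5 moi, and were cultured 44 h.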
Giardia FBPA inh: qHTS Assay for Inhibitors of Fructose-1,6-bisphosphate Aldolase from Giardia Lamblia. purified Giardia FBPA. actives 0.71% (n = 290,000). Potency, µM (doses to about 59.6 µM), for inactives: at the highest dose activity, negative = inhibition, most hits filed as inhibitors. A8B2U2; further: potency means the concentration at half of the fitted maximal effect; nearly all actives have a fitted effect of over 55% in size
Target sequence (A8B2U2 whole entry, looked up): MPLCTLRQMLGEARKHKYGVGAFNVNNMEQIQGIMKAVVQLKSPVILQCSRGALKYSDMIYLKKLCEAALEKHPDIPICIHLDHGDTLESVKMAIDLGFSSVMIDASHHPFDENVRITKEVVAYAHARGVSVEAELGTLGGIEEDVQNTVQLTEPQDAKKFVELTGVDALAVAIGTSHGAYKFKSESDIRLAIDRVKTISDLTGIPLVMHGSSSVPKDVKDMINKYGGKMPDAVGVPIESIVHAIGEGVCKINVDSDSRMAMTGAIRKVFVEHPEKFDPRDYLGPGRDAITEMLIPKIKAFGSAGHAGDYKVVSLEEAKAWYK
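40 nM FBPA preincubated 10 min at RT with compound (up to 57.5 uM final), then substrate plus GAPDH/TPI/NAD/arsenate coupling and diaphorase/resazurin added. Fluorescence read after 20 min at RT, 525/598 nm.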
AmpC inh detg: qHTS Inhibitors of AmpC Beta-Lactamase (assay with detergent) | Potency, µM (top dose mostly 114 µM), for the others: top-dose activity change, negative = inhibition, usual class: inhibitors | actives 0.041% (n = 370,000) | AmpC hydrolysis of nitrocefin, absorbance 480 nm, 0.01% Triton | P00811;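 further: potency means the concentration at half of the fitted maximal effect; 0% = no-compound wells and -100% = no-enzyme wells; nearly all actives have a fitted effect of over 25% in size; some results filed as inactive show a strong effect at the top dose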
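AmpC (5.3 nM in the dispensed reagent) in 20 mM phosphate pH 7.0 with 0.01% (detergent screen) or 0.0001% Triton X-100 was preincubated with compounds for 15 min at room temperature. Nitrocefin was then added from an 800 uM solution, and hydrolysis was followed at 480 nm.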
Sm TGR block: qHTS Assay for the Inhibitors of Schistosoma Mansoni Peroxiredoxins | Schistosoma mansoni thioredoxin glutathione reductase (TGR), Q962Y6 | purified TGR, DTNB reduction, TNB absorbance 405 nm | Potency, µM (titrated, usually from 114 µM), for inactives: at the top dose activity change, negative = inhibition, usual class: inhibitors | actives 3% (n = 360,000) | AID 485364, 2010; further: potency means the concentration at half of the fitted maximal effect; nearly all actives have a fitted effect of over 60% in size
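Kinetic colorimetric format: TGR-catalysed, NADPH-driven DTNB reduction monitored via TNB absorbance. Enzyme dispensed at 20 nM; compound exposure 15 min at room temperature before reaction start.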
HCMV antiviral: qHTS Assay for inhibitors of the human cytomegalovirus (HCMV); HFF cells, HCMV-luciferase reporter, 72 h; active compounds read low; actives 4.5% (n = 410,000); activity change, negative = inhibition, % at 57.5 µM; in the data active means activity change below about -60%; inconclusive means no clear call, values can overlap the other calls; inactive means above about -39%
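HFF cells seeded 16 h at 37C, treated with compounds, infected with luciferase-reporter HCMV at MOI 1 PFU/cell; luciferase read at 72 h post infection, normalized to buffer-only and Salinomycin controls.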
Starred values were filed as active, the others as inactive; u = inconclusive; x = not tested or not shown; [ ] = remark or other dose. Unless noted, the call rests on the fitted dose curve; in most records, active means well fitted curve in the direction sought with a large enough effect; inconclusive means small, poorly fitted or top-dose-only effect, or another doubt; inactive means no such curve, though single readings can be large; an effect the other way counts as inactive or inconclusive. Unless noted, on the % scale 0 is the no-effect control and ±100 the full control effect.

structure | AmpC no deterg | HCV inh | Giardia FBPA inh | AmpC inh detg | Sm TGR block | HCMV antiviral
O=c1c2ccccc2nnn1Cc1ccccc1Cl | -11% | -3% | 4% | 2% | x | -29
O=C(Nc1ccc(Cl)c(S(=O)(=O)N2CCOCC2)c1)c1ccccn1 | -1% | -29% | -13% | -1% | 9% | -17
O=C(CN1CCN(c2ccccc2)CC1)N1CCN(c2ccccc2)CC1 | 56% | -1% | 5% | -4% | -34% | -13
CC(=O)Nc1ccc(OCC(O)Cn2ccnc2C)cc1 (stereo not drawn) | -5% | 21% | 5% | 8% | x | u
COc1cc2[nH]cc(C(=O)NCc3ccccc3)c(=O)c2cc1OC | -18% | -22% | 1% | -5% | -6% | 85
O=C(Cn1c(COc2ccccc2)nc2ccccc21)Nc1cc(Cl)ccc1Cl | -18% | 10% | 9% | -9% | -2% | 10
C/C(=N\NC(=O)CCC(=O)Nc1ccc(C)c(C)c1)c1cccs1 | -8% | 3% | -5% | 3% | x | -18
COC(=O)c1ccc2c(=O)n(CCN3CCOCC3)c(SCC(=O)Nc3cccc(OC)c3)nc2c1 | 51% | -6% | 5% | 2% | -2% | -21
CCc1nc2ccc(C(=O)N(CC)CC(=O)Nc3c(F)cccc3F)cc2nc1CC | -12% | -5% | x | -4% | -12% | u
Cc1cc2c(cc1C)CSC(c1ccc(O)cc1)SC2 | -19% | 1% | -2% | 6% | 13% | -15
O=C(CCN1C(=O)C2C3CCC(C3)C2C1=O)OCC(=O)c1cccc([N+](=O)[O-])c1 (stereo not drawn) | -34% | 30%[activator] | 5% | 2% | -3% | 1
Cc1cccc(NC(=O)c2sc3nc4c(c(-c5cccs5)c3c2N)CN(C)CC4)c1 | 70%[activator] | u | -23% | -12% | 5% | -19

In a second layout: results already given
The line under a structure holds: AmpC no deterg, HCV inh, Giardia FBPA inh, AmpC inh detg, Sm TGR block, HCMV antiviral
O=c1c2ccccc2nnn1Cc1ccccc1Cl
    -11%, -3%, 4%, 2%, x, -29
O=C(Cn1c(COc2ccccc2)nc2ccccc21)Nc1cc(Cl)ccc1Cl
    -18%, 10%, 9%, -9%, -2%, 10
O=C(Nc1ccc(Cl)c(S(=O)(=O)N2CCOCC2)c1)c1ccccn1
    -1%, -29%, -13%, -1%, 9%, -17
CC(=O)Nc1ccc(OCC(O)Cn2ccnc2C)cc1 (stereo not drawn)
    -5%, 21%, 5%, 8%, x, u
COc1cc2[nH]cc(C(=O)NCc3ccccc3)c(=O)c2cc1OC
    -18%, -22%, 1%, -5%, -6%, 85
Cc1cc2c(cc1C)CSC(c1ccc(O)cc1)SC2
    -19%, 1%, -2%, 6%, 13%, -15

More structures follow.
structure | AmpC no deterg | HCV inh | Giardia FBPA inh | AmpC inh detg | Sm TGR block | HCMV antiviral
Cc1ccc(C)c(S(=O)(=O)NCC(=O)OCC(=O)Nc2sccc2C(N)=O)c1 | -37% | 8% | x | u | -16% | -21
CCOc1ccc(-c2noc(-c3cccnc3)n2)cc1OC | 4% | -12% | 8% | u | 5% | 65
O=C(NC1CCN(C(=O)NC2CCCCC2)CC1)c1ccco1 | -9% | 23% | 1% | u | 2% | -107*
CC(C)(C)c1ccc(C(=O)Nc2cccc3ncccc23)cc1 | 42% | u | -2% | -9% | -15% | -19
COc1ccc(OC)c(CN2CCN(C(=O)c3cc(S(=O)(=O)Nc4ccccc4OC)ccc3C)CC2)c1 | 202%[activator] | 14µM* | x | -5% | u | -8
Cc1c(OC(C)C(=O)NCc2cccnc2)ccc2c3c(c(=O)oc12)CCCC3 (stereo not drawn) | 104%[activator] | -27% | x | -6% | 9% | -23
COc1ccc2c(CNCC(C)c3ccccc3)c(C(=O)O)n(Cc3ccc(F)cc3Cl)c2c1 (stereo not drawn) | x | x | x | 1% | 1% | 35
CC(Oc1ccc(Cl)cc1)C(=O)N/N=C/c1ccsc1 (stereo not drawn) | -12% | 20% | -9% | -7% | 10% | 45
CCc1ccc(C(=O)C(C)OC(=O)Cn2cnc3c2c(=O)n(C)c(=O)n3C)cc1 (stereo not drawn) | 54% | 24% | x | u | -30% | 3
O=C(CN1C(=O)C2(SCC(=O)N2c2cccc(F)c2)c2ccccc21)NCc1ccccc1Cl (stereo not drawn) | x | x | x | 2% | 0% | 26
Cc1oc(-c2ccc(Cl)cc2)nc1CN1C(=O)CN=C(c2ccccc2)c2cc(Cl)ccc21 | x | x | x | 17% | 16% | 22
Cc1cc(C)c(C(=O)NC2CC(C)(C)Cc3c2cnn3-c2cccc(F)c2)[nH]1 (stereo not drawn) | 0% | -28% | 5% | 0% | -33% | -31

Another view of some results above.
> O=C(NC1CCN(C(=O)NC2CCCCC2)CC1)c1ccco1
  AmpC no deterg: -9%
  HCV inh: 23%
  Giardia FBPA inh: 1%
  AmpC inh detg: u
  Sm TGR block: 2%
  HCMV antiviral: -107*
> CC(C)(C)c1ccc(C(=O)Nc2cccc3ncccc23)cc1
  AmpC no deterg: 42%
  HCV inh: u
  Giardia FBPA inh: -2%
  AmpC inh detg: -9%
  Sm TGR block: -15%
  HCMV antiviral: -19
> COc1ccc(OC)c(CN2CCN(C(=O)c3cc(S(=O)(=O)Nc4ccccc4OC)ccc3C)CC2)c1
  AmpC no deterg: 202%[activator]
  HCV inh: 14µM*
  Giardia FBPA inh: x
  AmpC inh detg: -5%
  Sm TGR block: u
  HCMV antiviral: -8
> Cc1c(OC(C)C(=O)NCc2cccnc2)ccc2c3c(c(=O)oc12)CCCC3 (stereo not drawn)
  AmpC no deterg: 104%[activator]
  HCV inh: -27%
  Giardia FBPA inh: x
  AmpC inh detg: -6%
  Sm TGR block: 9%
  HCMV antiviral: -23

Carrying on:
structure | AmpC no deterg | HCV inh | Giardia FBPA inh | AmpC inh detg | Sm TGR block | HCMV antiviral
Cc1ccc(S(=O)(=O)N(CC(=O)N2CCC(C)CC2)c2cccc(C)c2)cc1 | 45% | -21% | 3% | 5% | 0% | -6
C=Cc1ccc(CSc2nc(-c3ccccc3Cl)nc3c2Cc2c(CO)cnc(C)c2O3)cc1 | x | x | x | -8% | -5% | 11
CCOc1ccc(C(=O)N/N=C/c2cc(Cl)ccc2[N+](=O)[O-])cc1 | -6% | 15% | 2% | 3% | -2% | -38
CCOC(=O)C1=C(C)Nc2ccccc2N/C1=N\S(=O)(=O)c1ccccc1 | 0% | 21% | x | u | -2% | 25
Cc1ccc2[nH]c(=O)c(C(c3nnnn3Cc3ccccc3)N3CCc4ccccc43)cc2c1 (stereo not drawn) | -22% | 32µM* | u | 2% | 20µM* | 8
CCOc1nc(Oc2cccc(C(=O)O)c2)nc(Oc2cccc(C(=O)O)c2)n1 | -17% | 27% | 10% | u | -10% | 33
O=C(N/N=C/c1cn(Cc2ccccc2)c2ccccc12)c1ccncc1 | 102%[activator] | u | -4% | -2% | -9% | -17
S=c1[nH]nc(-c2ccc3ccccc3n2)n1Cc1ccccc1 | -42% | -6% | 8% | -4% | 2% | 58
O=C(NCc1ccccc1)c1ccc(OC2CSC2)cc1 | -21% | -2% | -1% | 2% | -3% | 24
O=C(CSc1nnc(C2COc3ccccc3O2)o1)N1CCN(c2ccccc2)CC1 (stereo not drawn) | -27% | 11% | 7% | -3% | -4% | 0
O=C(O)c1ccc(O)c(N2C(=O)Nc3ccccc3N2O)c1 | -19% | 12% | -3% | 1% | 0% | 31
O=C(O)c1ccccc1N(Cc1ccccc1)C(=O)CO/N=C/c1ccccc1 | -7% | -1% | 25% | -17% | 2% | -9
Cc1ccc(S(=O)(=O)CCC(=O)OCc2ccccc2F)cc1 | 0% | 26% | 2% | u | -10% | 12
CS(=O)(=O)N1CCC(Oc2ccccc2C(=O)N2CCC[C@H]2CO)CC1 | -14% | 9% | x | -2% | -13% | 25
CCN1CCN(c2ccc(S(=O)(=O)N3CCOCC3)cc2NC(=O)CCSC)CC1 | -3% | 6% | x | u | -15% | 0
O=C(c1ccc(Cl)cc1)N(Cc1ccc(Br)cc1)N1C(=O)CCC1=O | 16% | 2% | -10% | -11% | x | -38
Cc1ccc2oc(C(=O)Nc3ccc(S(=O)(=O)Nc4onc(C)c4C)cc3)c(C)c2c1 | -33% | 13% | 2% | -7% | -2% | x
O=C(Nc1ccc2nccnc2c1)c1ccco1 | -14% | 11% | -6% | 4% | x | 93
CCC(=O)N1CCN(c2ccccc2NC(=O)c2ccc(-c3cccc([N+](=O)[O-])c3)o2)CC1 | -18% | u | -4% | -22% | -32% | 48
O=C(CCN1C(=O)C2C3C=CC(C3)C2C1=O)N1CCN(c2ccc(F)cc2)CC1 (stereo not drawn) | 18% | 1% | 3% | -11% | 14% | -4
Cc1nn(-c2ccccc2)c(C)c1-c1nnc(-c2c(C)nn(-c3ccccc3)c2C)o1 | 42% | u | 0% | -14% | 6% | 2
CN(C1=NC(=O)CS1)c1ccc(O)cc1 | 7% | 11% | 0% | 2% | -10% | -31
CCOC(=O)c1cc(C)n(CC2CCC(C(=O)Nc3ccc(C)c(F)c3)CC2)c1C (stereo not drawn) | x | x | x | -6% | 2% | u
COc1ccc(Cc2nnc(NC(=O)c3cccc([N+](=O)[O-])c3C)s2)cc1 | -28% | -1% | 7% | -6% | 3% | -13
O=C(NCc1cccs1)C1CCC(CNS(=O)(=O)c2cccc3nsnc23)CC1 (stereo not drawn) | -9% | -3% | 4% | -10% | 10% | -39
Fc1ccc(Sc2cc(Cl)c(-c3ccccc3)nn2)cc1 | -9% | 3% | 1% | -7% | 5% | 39
Cc1ccc(C(=O)NC(=S)Nc2ccc(CN3CCCCC3)cc2)c(C)c1 | -3% | 2% | 3% | -5% | x | u
CC(C)C(NC(=O)c1c(F)cccc1F)C(=O)NCc1ccc(S(=O)(=O)N2CCOCC2)cc1 (stereo not drawn) | -14% | -11% | x | 0% | -16% | -10
COc1ccc(C(c2nnnn2Cc2ccccc2)N2CCN(c3nc4ccccc4s3)CC2)cc1OC (stereo not drawn) | 120%[activator] | u | u | 3% | -8% | 12
CCCCn1c(N)c(N(CC)C(=O)C2=NN(c3ccccc3)C(=O)CC2)c(=O)[nH]c1=O | -10% | -6% | x | -1% | -3% | -16
COC(=O)c1ccccc1NC(=O)CSc1nc2ncccc2[nH]1 | -19% | -3% | -18% | -2% | -2% | 9
Cc1ccc(NS(=O)(=O)c2ccc(C(=O)N3CCN(c4ccccn4)CC3)cc2)cc1 | 9% | u | 13% | -10% | u | u
O=C(Cn1nnc(-c2ccc(N3CCOCC3)cc2)n1)N1CCOCC1 | -6% | 6% | 2% | -6% | 4% | x
Nc1c(C(=O)NCCC2=CCCCC2)sc2ccc(S(=O)(=O)N3CCCCC3)cc12 | -11% | -30% | -2% | u | 0% | 33
O=C1NC(=Nc2ccc(F)cc2)CS1 | -17% | 20% | 0% | -3% | u | -9
